Screening results (PubChem BioAssay)
HT1080-NT tox: qHTS for induction of synthetic lethality in tumor cells producing 2HG: qHTS for the HT-1080-NT fibrosarcoma cell line. HT-1080-NT fibrosarcoma viability, CellTiter-Glo ATP luminescence, 48 h. Potency, µM (doses to about 46.1 µM), for inactives: top-dose activity, negative = less viability, most hits filed as cytotoxic. 360,000 compounds, 1.6% hits. AID 686970, 2013;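 also: NT is the 2HG producing partner of a matched IDH1 knockdown line; potency is read from the fitted curve at half-maximal effect; 0% = DMSO-treated cells and -100% = media-only wells without cells; nearly all actives have a fitted effect of over 55% in size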
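750 cells/well, RPMI + 5% FBS; 2 h settle, compound pin-transfer, 48 h at 37 degrees C. CellTiter-Glo 10 min RT, luminescence. Normalized to DMSO and media-only wells.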
KB-3-1 cytotox: qHTS assay for MDR1-selective chemotherapeutics: Primary screen using the parental adenocarcinoma cell KB-3-1. KB-3-1 viability, CellTiter-Glo ATP luminescence, 72 h. Potency, µM (doses to about 46.1 µM), inactives show at the highest dose activity change, negative = cytotoxic, hits mostly cytotoxic. 400,000 compounds, 1.4% hits. AID 1347075, 2019; also: potency is read from the fitted curve at half-maximal effect; % is scaled to controls: 0 for no effect and ±100 for the full control effect; nearly all actives have a fitted effect of over 60% in size
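KB-3-1 cells, DMEM (no phenol red) + 10% FBS; compound by pin transfer, 72 h, 37 °C. Readout: CellTiter-Glo luminescence after 10 min. Data normalized, curve-fitted.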
SW480 rereplic: A quantitative high throughput screen for small molecules that induce DNA re-replication in SW480 colon adenocarcinoma cells. SW480 DNA re-replication, Hoechst DNA content imaging, 48 h. Potency, µM (doses to about 46.1 µM), for inactives: at the highest dose re-replication activation, most hits filed as activators. 340,000 compounds, 1.8% hits. AID 624297, 2012; also: potency is read from the fitted curve at half-maximal effect; % of control where 0% means no effect; nearly all actives have a fitted effect of over 55% in size
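Image-based read-out: total Hoechst fluorescence of nuclei (405 nm excitation, 500-530 nm emission), with hits raising the fraction of high-intensity nuclei. SW480 colon cells incubated 48 hr with compounds at 37 C.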
ATXN viability: Viability Counterscreen for Primary qHTS for Inhibitors of ATXN expression. S2 cells (HEK-293 line with an ATXN2-luciferase reporter) viability, CellTiter-Fluor protease fluorescence, 24 h. Potency, µM (series often up to 56.7 µM), actives largely listed as cytotoxic. 400,000 compounds, 0.49% hits. AID 651635, 2014; also: potency is read from the fitted curve at half-maximal effect; nearly all actives have a fitted effect of over 40% in size
HepG2 viability: qHTS for Inhibitors of TGF-b: Cytotox Counterscreen | HepG2 CAGA-GFP viability, ATP luminescence, 18 h | Potency, µM (doses to about 46.1 µM), inactives show at the highest dose activity change, negative = cytotoxicity, hits mostly cytotoxic | 410,000 compounds, 0.76% hits | AID 588856, 2011; also: potency is read from the fitted curve at half-maximal effect; some results filed as inactive show a strong effect at the top dose
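CellTiter-Glo luminescence gave cytotoxicity after 18 hours at 37 degrees C. The cells were HepG2 CAGA-GFP in 1% FBS DMEM, stimulated with 500 pg/mL TGF-beta after compound addition. %Activity was normalised to no-cell wells (complete cell-killing) and DMSO (no toxicity), and curves were fitted and classified.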
HT1080 IDH1KD tx: qHTS for induction of synthetic lethality in tumor cells producing 2HG: qHTS for the HT-1080-IDH1KD cell line | HT-1080 IDH1 knockdown viability, ATP luminescence, 48 h | Potency, µM (doses to about 46.1 µM), for inactives: at the top dose activity, negative = toxicity, most hits filed as cytotoxic | 360,000 compounds, 2% hits;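 also: potency is read from the fitted curve at half-maximal effect; 0% = DMSO wells and -100% = cell-free medium wells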
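IDH1KD HT-1080 cells, 750/well, RPMI + 5% FBS; compound pinned after 2 h settling; 48 h, 37 °C; CellTiter-Glo luminescence; % activity normalised to DMSO and no-cell wells; curves fitted, classed by r2 and efficacy.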
ATXN2 expr inh: Primary qHTS for Inhibitors of ATXN expression; HEK-293 ATXN2-luciferase reporter, luminescence, 24 h; Potency, µM (titrated, usually from 57 µM), for inactives: at the top dose activity change, negative = inhibition, usual class: inhibitors; 360,000 compounds, 0.72% hits; AID 1745845, 2022; also: potency is read from the fitted curve at half-maximal effect; % is scaled to controls: 0 for no effect and ±100 for the full control effect; nearly all actives have a fitted effect of over 55% in size
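qHTS (up to 57 uM final) was run with 24 h compound exposure of reporter cells at 37 °C. Each well was multiplexed: SteadyGlo luminescence measured ATXN2-luciferase expression after a fluorogenic Gly-Phe-AFC viability readout (25 uM final).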
IL-1B inflam inh: qHTS for Inhibitors of Inflammasome Signaling: IL-1-beta AlphaLISA Primary Screen; 360,000 compounds, 4.7% hits; activity change, % at 57.5 µM; AID 743279, 2014; THP-1 LPS/ATP IL-1B secretion, AlphaLISA, 16 h; stronger effect = lower value; in the data active = activity change below about -50%; inconclusive = mostly about -30% to -49%; also: % is scaled to controls: 0 for no effect and ±100 for the full control effect
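THP-1 cells pretreated 1 hr with compounds (up to 57.5 uM final), then stimulated with LPS (250 ng/mL final) plus ATP (1.25 mM final); secreted IL-1B measured by AlphaLISA after 16 hr, decreased signal indicating inhibition.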
MCF10A rereplic: A quantitative high throughput screen for small molecules that induce DNA re-replication in MCF 10a normal breast cells; 350,000 compounds, 2.9% hits; AID 624296, 2012; MCF 10A DNA re-replication, Hoechst nuclear intensity, 48 h; Potency, µM (doses to about 46.1 µM), without a hit: at the highest dose activity, positive = re-replication, most hits filed as activators; also: potency is read from the fitted curve at half-maximal effect; % of control where 0% means no effect; nearly all actives have a fitted effect of over 50% in size
Starred values were filed as active, the others as inactive; i = inactive; ? = inconclusive; . = no result given; [ ] = another dose, or the depositor's remark. Unless noted, calls follow the shape of the dose curve; as a rule, active = well fitted curve in the direction sought with a large enough effect; inconclusive = small, poorly fitted or top-dose-only effect, or another doubt; inactive = no such curve, though single readings can be large; an effect the other way counts as inactive or inconclusive. Not a hit list; overall some 8.9% were active at least once.

SMILES	HT1080-NT tox	KB-3-1 cytotox	SW480 rereplic	ATXN viability	HepG2 viability	HT1080 IDH1KD tx	ATXN2 expr inh	IL-1B inflam inh	MCF10A rereplic
COc1cc(NC(=O)CN2C(=O)NC(C)(c3ccc(OC(F)F)cc3)C2=O)cc(OC)c1OC (stereo not given)	-17%	0%	-24%	i	7%	-17%	-2%	42	4%
CCc1ccc(C2C(C#N)=C(N)N(N(C)C)C3=C2C(=O)CCC3)cc1 (stereo not given)	-4%	4%	-9%	i	-2%	-8%	-7%	-4	0%
O=C(Nc1ccccc1F)c1ccc2c(Cl)c3c(nc2c1)CCC3	.	?	.	i	10µM*	.	-68%	.	.
CC[N+](C)(C)CC/C=C1/c2ccccc2Sc2ccc(Cl)cc21	10%	-7%	-9%	i	15%	?	-22%	.	-22%
COc1ccc(-c2ccc(CN3C(C(C)C)C(=O)N(Cc4cn(Cc5ccco5)nn4)CCS3(=O)=O)cc2)cn1 (stereo not given)	-9%	-13%	.	?	-8%	-3%	-18%	-25	.
CCSc1oc(-c2ccco2)nc1S(=O)(=O)c1ccc(Br)cc1	.	-4%	.	i	-35%	.	-12%	.	.
Cc1ccc(S(=O)(=O)N(C)C)cc1NC(=S)Nc1cccc2ccccc12	-2%	-13%	-1%	i	-4%	-3%	-11%	29	-1%
Cc1ccc(C(=O)Nc2ccc3oc(-c4ccc(C(C)(C)C)cc4)nc3c2)cc1	.	-4%	.	i	-33%	.	8%	.	.
O=C(c1cc2ccccc2o1)N1CCN(S(=O)(=O)c2ccccc2)CC1	1%	0%	?	i	2%	-2%	4%	-1	-8%
CCCCCn1c(CN2CCN(CCO)CC2)nc2c1c(=O)n(C)c(=O)n2C	-4%	-18%	-25%	i	-28%	-1%	2%	-8	0%
O=C(CN(c1ccc(Cl)c(C(F)(F)F)c1)S(=O)(=O)c1ccccc1)N/N=C/c1cccc2c1OCCO2	-25%	10%	24%	i	2%	?	?	?	12%
CCN(C(C)=O)c1nc(CCl)cs1	-2%	-2%	3%	i	0%	5%	5%	-5	?
COc1cc(/C=C2/SC(=S)N(CC(=O)NC(C)(C)C)C2=O)cc(OC)c1OC	-2%	19%	?	i	-9%	-7%	13%	?	?
Cc1cc(C(=O)NNC(=S)NCc2ccccc2)cs1	12%	?	1%	i	1%	-2%	9%	4	?
CN1CCN(c2nc3ccccn3c(=O)c2C=C(C#N)C#N)CC1	11%	2%	-3%	.	-37%	-6%	13%	-4	-12%
CCC(=O)Nc1ccc2c(c1)nc(CCN1CCCCC1)n2C	4%	-8%	-4%	i	15%	15%	-5%	-4	-3%
CCc1nnc(NC(=O)CSc2nnc(-c3ccccc3O)o2)s1	-2%	-5%	-2%	i	-37%	?	9%	56	17%
CC(C)(C)c1ccc(-c2cc(C(=O)NNC(=O)Nc3ccccc3)c3ccccc3n2)cc1	?	?	?	i	-52%	?	94%[activator]	-50*	?
O=C(NCc1ccco1)c1nc2ncccn2n1	7%	7%	-7%	i	1%	9%	4%	8	-24%
COc1ccc(Cc2nnc(SCC(=O)Nc3ccc(C)c(C)c3)o2)cc1OC	-3%	1%	-15%	i	-14%	0%	-14%	11	2%

Copied from the list:
HT1080-NT tox, O=C(CN(c1ccc(Cl)c(C(F)(F)F)c1)S(=O)(=O)c1ccccc1)N/N=C/c1cccc2c1OCCO2 reads -25%
HepG2 viability, CCSc1oc(-c2ccco2)nc1S(=O)(=O)c1ccc(Br)cc1 reads -35%
HT1080-NT tox, CCc1nnc(NC(=O)CSc2nnc(-c3ccccc3O)o2)s1 reads -2%
KB-3-1 cytotox, O=C(c1cc2ccccc2o1)N1CCN(S(=O)(=O)c2ccccc2)CC1 reads 0%
HT1080 IDH1KD tx, CN1CCN(c2nc3ccccn3c(=O)c2C=C(C#N)C#N)CC1 reads -6%

More records:
SMILES	HT1080-NT tox	KB-3-1 cytotox	SW480 rereplic	ATXN viability	HepG2 viability	HT1080 IDH1KD tx	ATXN2 expr inh	IL-1B inflam inh	MCF10A rereplic
CC(C)(CNC(=O)Cc1ccc(Br)cc1)N1CCOCC1	0%	3%	1%	i	-20%	0%	-22%	-2	0%
COc1ccc(NC(=O)c2ccccc2)cc1	-8%	2%	-10%	i	-26%	-9%	14%	8	?
CC(C)(C)C(=O)COC(=O)c1ccc(N)c([N+](=O)[O-])c1	9%	-3%	-7%	i	-21%	15%	1%	17	-3%
COc1ccccc1N1CCN(C(=O)c2cc3c(=O)n(C)c4ccccc4c3n2C)CC1	1%	-23%	1%	i	-23%	0%	-10%	5	10%
O=C(O)c1ccc(/C=N/Nc2cccc(C(F)(F)F)c2)cc1	-24%	-15%	-9%	i	-3%	?	34%[activator]	49	3%
O=C(CC(=O)Nc1ccccc1C(F)(F)F)Nc1ccccc1C(F)(F)F	-1%	4%	2%	i	4%	3%	6%	12	-8%
CC(C)C(NC(=O)c1cccs1)C(=O)NC1=NCCS1 (stereo not given)	3%	26%	1%	i	0%	6%	0%	7	2%
CCOC(=O)c1ccc(NC(=O)Cn2nc(SC)c(S(=O)(=O)c3ccc(Cl)cc3)c2N)cc1	.	?	.	?	-34%	.	?	.	.
Cc1ccc(-n2nc3c(c2NC(=O)c2c(F)cccc2Cl)CS(=O)(=O)C3)cc1C	-3%	8%	-8%	i	-17%	-9%	-7%	-9	-3%
O=C(O)C1=C[C@@H](c2ccc3c(c2)OCO3)C[C@@H](OCCCCO)O1	-4%	0%	29%	i	-13%	2%	0%	-3	2%
CCN(CC)N=Nc1ccc(C(=O)O)cc1	0%	3%	-6%	i	10%	11%	0%	0	3%
COc1ccc(S(=O)(=O)N2CCC(C(=O)OCC(=O)c3ccccc3)CC2)cc1[N+](=O)[O-]	-2%	-8%	-3%	i	-14%	-7%	-10%	25	25%
COc1ccccc1OCCCn1c(-c2ccc(Cl)cc2)nc2ccccc2c1=O	.	2%	.	i	-29%	.	10%	.	.
Cc1cc(N2CCOCC2)c2c(N)c(Br)cc(C)c2n1	0%	?	0%	i	-1%	-2%	3%	?	0%
CC(=O)NNS(=O)(=O)c1scc(S(=O)(=O)c2ccc(Cl)cc2)c1C	-2%	-7%	-6%	i	0%	0%	.	2	-4%
CCOc1ccc(C(=O)Nc2nnc(C(C)C)s2)cc1OCC	0%	-3%	2%	i	-8%	-5%	4%	2	21%
Cc1ccc(/C=N\NC(=O)c2ccc(Cn3cc(Br)c([N+](=O)[O-])n3)o2)o1	-17%	?	-17%	i	7%	-7%	4%[11.3 µM]	-3	-4%
CC(C)(C)c1ccc(Cn2nnc3c(=O)[nH]c(C4CCN(C(=O)Cc5cccs5)CC4)nc32)cc1	?	-19%	?	?	-56%	?	?	-29	?
COC(=O)c1ccsc1NC(=O)c1cccc(OC)c1	-15%	8%	1%	.	-3%	-18%	-13%	21	6%
COc1ccc(-c2ccc3c(N)c(C(=O)NCc4ccc(C)cc4)sc3n2)cc1	.	-1%	.	i	-13%	.	13%	.	.

Rewritten with values under each structure: entries from further up
Each structure is followed by: HT1080-NT tox	KB-3-1 cytotox	SW480 rereplic	ATXN viability	HepG2 viability	HT1080 IDH1KD tx	ATXN2 expr inh	IL-1B inflam inh	MCF10A rereplic
Cc1ccc(/C=N\NC(=O)c2ccc(Cn3cc(Br)c([N+](=O)[O-])n3)o2)o1
→ -17%	?	-17%	i	7%	-7%	4%[11.3 µM]	-3	-4%
CC(C)(C)c1ccc(Cn2nnc3c(=O)[nH]c(C4CCN(C(=O)Cc5cccs5)CC4)nc32)cc1
→ ?	-19%	?	?	-56%	?	?	-29	?
COC(=O)c1ccsc1NC(=O)c1cccc(OC)c1
→ -15%	8%	1%	.	-3%	-18%	-13%	21	6%
COc1ccc(-c2ccc3c(N)c(C(=O)NCc4ccc(C)cc4)sc3n2)cc1
→ .	-1%	.	i	-13%	.	13%	.	.

Two compounds from above, reduced to HepG2 viability and HT1080 IDH1KD tx.
Compound | HepG2 viability | HT1080 IDH1KD tx
Cc1ccc(C(=O)Nc2ccc3oc(-c4ccc(C(C)(C)C)cc4)nc3c2)cc1 | -33% | .
COc1ccc(S(=O)(=O)N2CCC(C(=O)OCC(=O)c3ccccc3)CC2)cc1[N+](=O)[O-] | -14% | -7%

Remaining list, next part:
SMILES	HT1080-NT tox	KB-3-1 cytotox	SW480 rereplic	ATXN viability	HepG2 viability	HT1080 IDH1KD tx	ATXN2 expr inh	IL-1B inflam inh	MCF10A rereplic
CCOC(=O)C1=C(COC(=O)CNC(=O)c2ccc(C)cc2)NC(=O)NC1C (stereo not given)	9%	9%	-17%	i	4%	-2%	5%	-6	?
Cc1cccc(NC(=O)/C(C#N)=C/c2ccco2)c1	.	14%	.	i	-22%	.	28%	.	.
Cc1c(Cl)cccc1NC(=O)N1CCCN(c2nc(-c3ccccc3)ns2)CC1	-13%	?	11%	i	7%	?	?	-61*	20%
C/C(=N/NC(=O)c1ccc(C)nc1)c1ccc2c(c1)CCCC2	16µM*	?	?	i	9%	23µM*	-8%[11.3 µM]	65	?
CCC1Oc2ccc(C)cc2N(CC(=O)N2CCCC2)C1=O (stereo not given)	-6%	1%	?	i	-12%	-3%	.	-11	11%
